Cneo AK release: Cryptococcus neoformans cell lysis inducers, primary screen, AK release luminescence, single concentration; C. neoformans lysis, adenylate kinase release luminescence, 4 h; normalised: neutral wells 0, clomiphene wells 100; lysis activity, % at 15 µM; 0.2% of 360,000 active; AID 651654, 2012;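 active means mean lysis activity across replicates of at least 80%, whatever share of replicates individually reach that level; inactive means mean lysis activity below 80%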
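Signal: Adenylate kinase release luminescence | Assay system: Log-phase Cryptococcus neoformans yeast cells | Input: Cells at 5 × 10^6 per mL | Buffer or medium: Fresh YPD growth medium | Compound: Single dose | Schedule: Static 4 h at 37 °C with compound, 1 h detection | Controls: Clomiphene | Read-out: Luminescence rise reflecting yeast cell lysis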
SIRT5 block: SIRT5 desuccinylase inhibitors, primary screen, biochemical, fluorescence imaging, single point, set 5; AID 652115, 2013; NAD-dependent protein deacylase sirtuin-5, mitochondrial (Homo sapiens), Q9NXA8; Purified SirT5, succinyl-peptide AMC, trypsin-coupled fluorescence; 1.1% of 330,000 active; inhibition, % at 15 µM; in the data active means inhibition above about 15%
ERAP1 inh: human ERAP1 aminopeptidase inhibitors, primary screen, biochemical, single point, plate reader; recombinant ERAP1, Leu-AMC fluorescence, 60 min; inhibition, % at 10.7 µM; 0.15% of 340,000 active; AID 652197, 2013;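 active means mean replicate inhibition of at least 30%, or all replicates individually reaching that 30% level; inactive means mean below 30% and not every replicate reaching it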;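 further: 0% = neutral control wells and 100% = L-leucinethiol positive control wells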
Target sequence (Q9NZ08 whole entry, looked up): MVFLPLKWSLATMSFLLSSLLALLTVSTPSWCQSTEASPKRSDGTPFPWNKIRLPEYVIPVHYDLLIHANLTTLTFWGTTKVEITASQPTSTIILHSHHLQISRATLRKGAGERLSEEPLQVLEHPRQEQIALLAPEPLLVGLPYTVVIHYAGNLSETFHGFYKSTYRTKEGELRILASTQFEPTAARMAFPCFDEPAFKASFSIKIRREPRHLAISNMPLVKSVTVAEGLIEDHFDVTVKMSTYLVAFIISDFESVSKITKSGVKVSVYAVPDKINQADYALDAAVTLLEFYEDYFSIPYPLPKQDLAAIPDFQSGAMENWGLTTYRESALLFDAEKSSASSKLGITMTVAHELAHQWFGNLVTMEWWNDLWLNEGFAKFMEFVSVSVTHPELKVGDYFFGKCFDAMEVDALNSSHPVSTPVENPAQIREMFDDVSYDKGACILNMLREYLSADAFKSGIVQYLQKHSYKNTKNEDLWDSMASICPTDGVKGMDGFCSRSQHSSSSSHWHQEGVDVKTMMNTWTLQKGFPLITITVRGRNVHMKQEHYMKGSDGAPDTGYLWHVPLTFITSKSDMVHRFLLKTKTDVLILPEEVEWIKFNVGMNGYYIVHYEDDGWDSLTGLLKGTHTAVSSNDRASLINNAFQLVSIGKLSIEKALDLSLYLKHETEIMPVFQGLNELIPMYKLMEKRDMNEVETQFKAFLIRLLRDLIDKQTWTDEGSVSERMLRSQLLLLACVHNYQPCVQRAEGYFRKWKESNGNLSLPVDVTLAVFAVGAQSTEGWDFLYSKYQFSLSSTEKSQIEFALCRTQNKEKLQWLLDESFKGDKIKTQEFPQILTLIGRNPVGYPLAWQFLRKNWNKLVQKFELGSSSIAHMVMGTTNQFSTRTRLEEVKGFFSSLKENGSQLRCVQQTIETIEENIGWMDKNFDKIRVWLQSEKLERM
LGR2 antag: inhibitors of bursicon-induced LGR2 CRE-luciferase signal, primary screen, cell-based, HEK293, CRE-luciferase reporter, bursicon stimulation | Drosophila bursicon receptor LGR2 (rickets) | bursicon-stimulated, 4 h | inhibition, % at 9.99 µM | 0.35% of 380,000 active | AID 720647, 2013;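 active means drop in luminescence signal, shown as inhibition above about 50% in the replicate tests, limit read from the data, passing the limit was not always enough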;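 further: agonist challenge used bursicon conditioned medium at about half maximal strength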
Statin myotox sup: suppressors of statin myotoxicity in C2C12 myotubes, primary screen, cell-based, single point, plate reader; C2C12 myotubes + simvastatin, ATP luminescence, 48 h; scaled: DMSO 0, geranylgeraniol control 100; rescue of ATP level, % at 7.49 µM; 0.78% of 330,000 active; AID 602340, 2012;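 active means mean ATP rescue above about 67%, or every replicate alone reaching that limit, limit read from the data, passing the limit was not always enough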;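 further: myotubes were challenged with 10 µM simvastatin during compound exposure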
S100A4 MyoIIA: inhibitors of S100A4-myosin IIA peptide binding, primary screen, biochemical, fluorescence polarization, TAMRA-MyoIIA peptide. 0.14% of 360,000 active. inhibition, % at 10.7 µM. Protein S100-A4 (Homo sapiens), P26447. AID 652163, 2013;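 active means mean inhibition of at least 70% across replicates, with every replicate also reaching that level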
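System – human S100A4 monomer protein, biochemical binding assay · Buffer or medium – Calcium-containing HEPES buffer, pH 7.2 · Timing – 5 min between mix addition and reading · Also added – TAMRA-labelled myosin IIA heavy-chain peptide probe, 5 nM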
PGC1a acetyl inh: inhibitors of PGC1a acetylation signal, primary screen, cell-based, U2OS, AlphaScreen, inhibitor mode; AID 651687, 2012; 0.17% of 350,000 active; AlphaScreen anti-acetyl-lysine; with virally co-expressed GCN5 acetyltransferase; inhibition, % at 15.6 µM;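 active means every replicate shows inhibition of at least 40%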;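 further: 0% = neutral control wells and 100% = positive control wells; some results beyond the cut were filed as inactive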
Xi reactivation: activators of inactive X chromosome reactivation, primary screen, imaging, XiGFP fibroblasts, GFP high-content imaging, set 2; activation, % at 7.58 µM; XiGFP mouse fibroblasts, % GFP-positive cells imaging, 3 d; cells co-treated with 5-aza-dC sensitizer; scaled so ellipticine positive control = 100%; 0.055% of 360,000 active; AID 743238, 2013;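 active means mean normalized replicate activation at least 10% and every replicate at or above 10%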;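 further: 0% = median of on-plate neutral control wells and 100% = ellipticine 6 µM median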
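Material: XiGFP fibroblasts, SV40-immortalized; Buffer or medium: DMEM containing 5-aza-dC; Compound dosing: single point; Times: 3 days compound exposure.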
An asterisk follows results filed as active; . = no result given; & = joins results of further samples. An excerpt. The share of hits here may be higher or lower than overall.

smiles,Cneo AK release,SIRT5 block,ERAP1 inh,LGR2 antag,Statin myotox sup,S100A4 MyoIIA,PGC1a acetyl inh,Xi reactivation
O=C(/C=C/c1ccccc1)NCCSCc1ccc(Cl)cc1,-5,.,.,-2,.,.,-5,0.2
CC(C)(C)c1ccc(S(=O)(=O)NC(=O)C2(C)CCN2C(=O)Cc2ccc(-c3ccccc3)cc2)cc1 (stereo not drawn),0,3,2,2,9,1,-1,0.2
COc1ccc(CN(C)C[C@@H]2Oc3ccc(NC(=O)Nc4cccc5ccccc45)cc3CC(=O)N([C@H](C)CO)C[C@H]2C)cc1,1,5,-1,-4,53,-2,6,-0.1
C#CCOCCOCCOCCNc1nc(N2CCN(C(=O)[C@H](C(C)C)n3cc(CCO)nn3)CC2)nc(N2CCN(C(=O)[C@H]([C@@H](C)CC)n3cc(CCC(=O)O)nn3)CC2)n1,-1,4,-2,.,8,0,.,0.1
CCC(=O)Nc1ccc(Cl)c(NC(=S)NC(=O)COc2ccccc2)c1,.,0,0,-9,.,-6,.,0.4
C[C@H](CO)N1C[C@H](C)[C@H](CN(C)C(=O)CCCN(C)C)OCCCC[C@H](C)Oc2ccc(NC(=O)Cc3ccccc3)cc2C1=O,-3,-2,1,1,.,-17,11,3.4
O=C(Nc1ccccc1)Nc1ccc(Oc2cccnc2)nc1,0,0,-2,-21,.,-2,-4,0.0
O=c1c2ccccc2[nH]c(=S)n1CCCN1CCN(c2ccccc2F)CC1,-1,-6,1,9,-21,-19,10,0.0
N#CCCCc1cn(-c2nc3ccccc3s2)nn1,.,-10,-2,-47,.,0,.,-0.1
CCCCN(C=O)c1c(CC)nc2ccc(C(=O)NCc3ccccc3OC)cn12,-2,-1,2,5,-2,7,3,-0.1
C/C(=N\OCC(=O)NC12CC3CC(CC(C3)C1)C2)c1cc2ccccc2o1,2,-2,0,0,13,2,-4,0.3
Cc1ccc(S(=O)(=O)Nc2ccc3c(c2)C(=O)N([C@H](C)CO)C[C@H](C)[C@H](CN(C)Cc2ccc(C(=O)O)cc2)O3)cc1,0,4,0,5,-7,4,7,-0.1
COc1ccccc1N1CCN(CC(=O)c2ccc(F)cc2)CC1,-3,-3,2,5,-6,-10,5,0.0
C=C1C2=C(C(=O)N1OC)[C@@H](O)[C@@](C)(O)[C@@H](CCCCC)O2,1,.,1,32,9,-1,2,.
Cc1cc(N2C(=O)C(O)=C(C(=O)c3cc4ccccc4o3)C2c2cccc(Cl)c2)no1 (stereo not drawn),-4,2,-3,13,-1,-2,9,0.3
CCC(=O)NC(C)C(c1cccs1)N1CCN(Cc2ccccc2)CC1 (stereo not drawn),-1,-1,-1,6,-13,-5,5,0.3
CCOc1ccccc1N1CCN(CC(=O)NCCc2ccc(S(N)(=O)=O)cc2)CC1,.,1,-10,-22,.,2,11,0.0
CCOc1ccc(NC(=O)C(C)Sc2nnnn2C)cc1 (stereo not drawn),0,.,.,-18,0,.,10,.
COc1ccc(C(=O)NNC(=O)CSc2nnc(C)n2CC2CCCO2)cc1 (stereo not drawn),0,-3,2,.,8,2,17,0.1
COCCn1c(N)c(N(Cc2ccccc2)C(=O)CN2C(=O)NC(C)(c3ccccc3)C2=O)c(=O)[nH]c1=O (stereo not drawn),0,-3,-3,-1,2,-54,6,0.0

Some of these compounds in order of their number in S100A4 MyoIIA, falling.
smiles,S100A4 MyoIIA
Cc1ccc(S(=O)(=O)Nc2ccc3c(c2)C(=O)N([C@H](C)CO)C[C@H](C)[C@H](CN(C)Cc2ccc(C(=O)O)cc2)O3)cc1,4
N#CCCCc1cn(-c2nc3ccccc3s2)nn1,0
CCC(=O)NC(C)C(c1cccs1)N1CCN(Cc2ccccc2)CC1 (stereo not drawn),-5

The results go on.
smiles,Cneo AK release,SIRT5 block,ERAP1 inh,LGR2 antag,Statin myotox sup,S100A4 MyoIIA,PGC1a acetyl inh,Xi reactivation
C[C@H]1CN([C@@H](C)CO)C(=O)CCCn2cc(nn2)CO[C@@H]1CN(C)C(=O)c1cc(-c2ccccc2)on1,-1&-4,1&1,-6&0,1&-2,6&1&8,-1&63,7&0&3,-0.3
O=C(Nc1nnc(Cc2ccccc2)s1)C1CCN(C(=O)c2ccco2)CC1,0,6,-2,7,16,1,.,0.2
COc1ccc(C2(CNC(=O)c3ccc(N)cc3)CCCC2)cc1,2,3,.,-2,2,-12,.,0.2
CCOC(=O)C1CCCN(CCC(=O)Nc2ccc(F)c(F)c2)C1 (stereo not drawn),2,.,.,8,-5,.,0,.
O=C1CC(C(=O)N2CCCc3ccccc32)CN1c1ccc(Cl)cc1 (stereo not drawn),-2,-2,-4,-4,-10,0,-1,0.0
COc1cc(C2c3cc4c(cc3OC(Nc3ccc(C(=O)O)cc3)C2C)OCO4)cc(OC)c1OC (stereo not drawn),.,3,6,-9,.,-3,.,1.1
CC(On1nnc2ccccc21)C(=O)N1CCN(Cc2ccccc2)CC1 (stereo not drawn),-1,-4,4,-45,4,-2,.,0.0
CN(C)C(=O)C[C@@H]1CC[C@H]2[C@@H](COC[C@@H](O)CN2Cc2nccs2)O1,0,0,-3,-5,15,0,3,0.5
Cc1ccc(Oc2cc(NC(=O)CCCn3nc(C)c([N+](=O)[O-])c3C)cc([N+](=O)[O-])c2)cc1,3,.,4,8,.,-4,.,0.1
Cc1ccc(N(C(=O)CNC(=O)c2ccco2)C(C(=O)NC2CCCCC2)c2cccnc2)c(C)c1 (stereo not drawn),-2,2,0,7,-2,2,3,0.1
COc1ccc(N2CC(C(=O)N/N=C/c3ccc(C)cc3)CC2=O)cc1 (stereo not drawn),1,-4,-2,3,-7,-2,3,0.9
C[C@H]1CN([C@@H](C)CO)S(=O)(=O)c2ccc(-c3cncnc3)cc2O[C@@H]1CN(C)C(=O)Cc1ccccc1,-3,1,0,-7,-11,-5,5,-1.0
C[C@H](CO)N1C[C@H](C)[C@H](CN(C)Cc2ccc3c(c2)OCO3)Oc2ccc(NC(=O)c3ccncc3)cc2C1=O,3,-6,-3,3,-21,5,2,0.1
COc1cccc(NC(=O)N2CC3(C2)[C@H](c2ccccc2)[C@@H](CO)N3C(=O)C2CC2)c1,.,0,2,-12,.,15,-9,0.1
CC(=O)C[C@H]1c2cc(C(F)(F)F)ccc2S(=O)(=O)N1C1CCCCC1,0,.,0,3,0,2,3,0.4
C[C@@H]1CN([C@@H](C)CO)C(=O)c2cc(NC(=O)CCCCCC(=O)Nc3ccccc3N)ccc2O[C@@H]1CN(C)C(=O)Nc1ccc(C(F)(F)F)cc1,57,9,1,2,68*,5,-9,0.5
Cc1ccc(S(=O)(=O)Nc2ccc3c(c2)CC(=O)N([C@H](C)CO)C[C@@H](C)[C@@H](CN(C)C(=O)Nc2ccc(F)cc2)O3)cc1,0,-3,1,-6,21,-56,-3,-0.1
O=C(CNS(=O)(=O)c1cccs1)N1CCc2ccccc2C1,-7,.,.,-24,7,.,1,.
Cc1cc(C)c(S(=O)(=O)N2CCCCC2C(=O)O)c(C)c1 (stereo not drawn),.,-3,-2,-19,.,3,.,0.2
O=C1CNC[C@@H]2[C@H](c3ccc(C4=CCCCC4)cc3)[C@@H](CO)N12,.,-3,0,-1,.,9,5,0.0

Entries of single compounds, quoted from the list. Values in the order: Cneo AK release | SIRT5 block | ERAP1 inh | LGR2 antag | Statin myotox sup | S100A4 MyoIIA | PGC1a acetyl inh | Xi reactivation
`COc1ccc(N2CC(C(=O)N/N=C/c3ccc(C)cc3)CC2=O)cc1` (stereo not drawn) is listed as 1 | -4 | -2 | 3 | -7 | -2 | 3 | 0.9
`COc1ccc(C2(CNC(=O)c3ccc(N)cc3)CCCC2)cc1` is listed as 2 | 3 | . | -2 | 2 | -12 | . | 0.2

The listing continues:
smiles,Cneo AK release,SIRT5 block,ERAP1 inh,LGR2 antag,Statin myotox sup,S100A4 MyoIIA,PGC1a acetyl inh,Xi reactivation
CC(=O)Nc1ccc(S(=O)(=O)Nc2ccc(Nc3ccccc3)cc2)cc1,0,-6,-2,-8,-1,-2,9,0.0
CC1CN(c2nc3ccccn3c(=O)c2/C=C(\C#N)C(=O)N2CCOCC2)CC(C)O1 (stereo not drawn),5,3,3,3,.,-4,-4,0.0
COc1cc(CC(=O)NC(c2ccccc2)c2ccccc2)cc(OC)c1OC,.,0,-1,3,7,0,.,0.0
COc1ccccc1-c1cnc2c(c1)C(=O)N([C@H](C)CO)C[C@@H](C)[C@@H](CN(C)C(C)=O)O2,-6,-1,-2,-5,1,-6,-4,-2.0
CCOc1ccccc1C(=O)NCC(=O)N(C)Cc1cccnc1,2,.,-5,-12,-2,-1,0,0.0
CCOCCCNC(=O)Cn1nc(-c2ccccc2)ccc1=O,0,0,2,1,-1,-9,0,0.4
COc1ccc(OC)c(-c2nnc3n2N=C(c2ccc(OC)c(OC4CCCC4)c2)CS3)c1,1,-1,1,.,-51,-26,.,0.5
CCc1cccc(NC(=O)c2ccc(CNc3c(N4CCCC4)c(=O)c3=O)cc2)c1,-1,-3,.,-1,100*,1,-5,-0.1
CC1(NC(=O)Nc2cccc3ccccc23)CCS(=O)(=O)C1 (stereo not drawn),-1,-5,5,-1,-2,-2,.,0.0
S=C(NCCCN1CCOCC1)Nc1cccc(Cl)c1,0,0,-1,-5,.,2,1,0.0
COc1ccccc1C1=NNC(=NCc2ccccc2)SC1,.,.,0,-10,.,-3,-17,-0.1
CCN(CC)S(=O)(=O)c1ccc(N/N=C(\C)c2ccc(OC)cc2O)nc1,.,-3,-1,3,-29,0,13,1.3
CCC(=O)N1C[C@H](O)COC[C@@H]2O[C@@H](CC(=O)NCC3CCCCC3)CC[C@H]21,-4,2,1,6,17,2,1,0.0
O=C(CCC(=O)NNC(=O)COc1ccc(Br)cc1Br)NCc1ccccc1,.,-1,-3,8,.,4,9,0.1

Compound activity deposited in PubChem BioAssay by Broad Institute.
